APJ agonist: agonists of human apelin receptor APJ, primary screen, CHO-K1 cells, PathHunter beta-arrestin, luminescence; 0% DMSO wells, 100% apelin; activation, % at 20 µM; actives 0.11% (n = 330,000); AID 2520, 2010;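 active means activation more than six SD over the plate average, tested at 20 µM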;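 further: 0% = DMSO alone and 100% = apelin-13 at 10 nM; some results filed as inactive read as strong as hits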
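system = engineered CHO-K1 APJ arrestin reporter cells | input = 1000 cells per well | timing = overnight seeding, 90 min compound at 25 °C, 1 h detection | measured by = enzyme-fragment complementation luminescence | read-out = beta-arrestin recruitment to APJ as agonist activity, luminescent signal | control set = negative DMSO alone, positive Apelin-13 at 10 nM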
TIM10 inh: growth inhibitors of isogenic TIM10 control yeast, primary screen, counter-screen for tim10-1 yeast inhibitor project, luminescence, uHTS. S. cerevisiae TIM10 strain growth, BacTiter-Glo luminescence, 24 h. inhibition, % at 10 µM. actives 1.4% (n = 330,000);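 active means inhibition of 40% or more at the single tested concentration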;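 further: wild-type TIM10 isogenic control strain grown at permissive 25 °C; 0% = DMSO yeast wells and 100% = minimal medium wells without yeast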
tim23-1 inh: growth inhibitors of tim23-1 mutant yeast, primary screen, luminescence, uHTS; S. cerevisiae tim23-1 growth, BacTiter-Glo luminescence, 24 h; inhibition, % at 20 µM; actives 1.3% (n = 330,000);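 active means growth inhibition of the mutant yeast at or above 50%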;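 further: temperature-sensitive mutant grown at 25 °C; plate controls were DMSO-treated mutant yeast for no effect and medium wells lacking yeast for full effect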
CHOP UPR activ: activators of apoptotic CHOP UPR arm, primary screen, cell-based, CHO-CHOP luciferase reporter, luminescence, uHTS; UPR activation; percent of tunicamycin response over DMSO baseline; AID 449763, 2010; actives 0.34% (n = 330,000); activation, % at 10 µM;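 active means at 10 µM dose, activation of 40% or more, normalized to positive control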;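 further: 100% = tunicamycin at 10 µg/mL and 0% = DMSO alone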
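Test system: CHO CHOP reporter cells. Input: 500 CHO-CHOP cells per well. Medium: F12 with 10% FBS. Technique: luciferase luminescence. Measure: percent activation relative to tunicamycin control. Dosing: 10 µM compound, 0.5% DMSO. Timing: 16-18 h cell attachment, then 6 h compound exposure, 37 °C.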
tim10-1 inh: growth inhibitors of tim10-1 mutant yeast, primary screen, luminescence, uHTS. inhibition, % at 20 µM. S. cerevisiae tim10-1 ts strain growth, BacTiter-Glo, 24 h. actives 2.2% (n = 330,000);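 active means inhibition of at least 40%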;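 further: mutant grown at 25 °C; 0% = DMSO wells with yeast and 100% = wells holding no yeast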
NALP3 yeast inh: NALP3 inflammasome inhibitors in reconstituted yeast, primary screen, luminescence, uHTS | Yeast reconstituted NLRP3/ASC/caspase-1, beta-gal luminescence, 24 h | inhibition, % at 10 µM | actives 0.39% (n = 330,000) | AID 2825, 2010;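 active means inhibition of 50% or more; inactive means inhibition below 50%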;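 further: plate controls were induced DMSO wells for no effect and uninduced yeast grown without galactose for full effect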
GRIN3A LBD mod: binders of NR3A ligand-binding domain, primary screen, biophysical, differential scanning fluorimetry, uHTS; Glutamate receptor ionotropic, NMDA 3A (GRIN3A) ligand-binding domain; NR3A LBD differential scanning fluorimetry, Tm shift; 0% = protein alone, 100% = glycine-bound protein; Tm shift relative to glycine control, % at 25 µM; actives 2.5% (n = 340,000);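 active means melting temperature shift of at least 10% of the positive control shift, at one fixed dose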
XBP1 UPR activ: activators of adaptive XBP1 UPR arm, primary screen, cell-based, CHO-XBP1 luciferase reporter, luminescence, uHTS; IRE1-XBP1 UPR activation; percent of tunicamycin response, DMSO as zero; activation, % at 20 µM; actives 0.33% (n = 330,000);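 active means versus positive control, 20 µM dose yields 30% or more activation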;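 further: 100% = tunicamycin at 10 µg/mL and 0% = DMSO only wells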
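incubation = overnight seeding at 37 °C, 6 h compound treatment at 37 °C | assay system = CHO-XBP1 cells stably carrying IRE1-XBP1-driven luciferase reporter | input = 1000 cells per well | detection = luciferase luminescence | dosing = single point, 20 µM final compound, 1% DMSO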
Mdm2 MdmX PPI: inhibitors of human Mdm2-MdmX association, primary screen, cell-based, luminescence, split luciferase, SaOS-2, uHTS | SaOS-2 split-luciferase Mdm2/MdmX complementation | inhibition, % at 8 µM | actives 3% (n = 330,000) | AID 485346, 2010;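 active means inhibition of at least 50% at 8 µM in the primary screen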
Target sequence (O15151 whole entry, looked up): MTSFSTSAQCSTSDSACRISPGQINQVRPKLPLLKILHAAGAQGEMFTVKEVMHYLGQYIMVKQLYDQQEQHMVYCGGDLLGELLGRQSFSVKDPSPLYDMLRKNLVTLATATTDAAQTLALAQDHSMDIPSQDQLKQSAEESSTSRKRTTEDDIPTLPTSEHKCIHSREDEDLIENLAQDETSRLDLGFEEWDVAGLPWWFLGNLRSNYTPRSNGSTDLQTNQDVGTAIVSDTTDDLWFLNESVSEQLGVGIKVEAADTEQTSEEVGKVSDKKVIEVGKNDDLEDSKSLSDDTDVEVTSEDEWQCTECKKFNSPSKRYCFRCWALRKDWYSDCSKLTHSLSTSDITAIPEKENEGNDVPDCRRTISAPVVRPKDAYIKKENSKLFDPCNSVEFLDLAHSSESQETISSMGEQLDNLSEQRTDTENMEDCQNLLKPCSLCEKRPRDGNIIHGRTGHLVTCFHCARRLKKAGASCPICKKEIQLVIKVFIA
Target sequence (Q00987 whole entry, looked up): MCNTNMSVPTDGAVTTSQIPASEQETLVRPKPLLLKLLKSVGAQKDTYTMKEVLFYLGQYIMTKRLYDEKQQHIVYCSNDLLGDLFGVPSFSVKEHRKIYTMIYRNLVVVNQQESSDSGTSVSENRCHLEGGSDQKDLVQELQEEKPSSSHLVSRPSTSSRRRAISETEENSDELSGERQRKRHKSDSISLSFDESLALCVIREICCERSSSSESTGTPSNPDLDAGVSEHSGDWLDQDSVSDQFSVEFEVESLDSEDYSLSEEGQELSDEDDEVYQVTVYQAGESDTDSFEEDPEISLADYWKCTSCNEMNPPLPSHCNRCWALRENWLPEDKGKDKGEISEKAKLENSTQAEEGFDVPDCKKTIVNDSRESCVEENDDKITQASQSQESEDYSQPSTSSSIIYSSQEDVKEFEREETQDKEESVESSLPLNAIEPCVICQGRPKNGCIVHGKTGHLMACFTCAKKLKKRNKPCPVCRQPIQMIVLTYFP
An asterisk follows results filed as active. Outcome played no part in choosing rows; any-hit rate near 8.2%.

compound,APJ agonist,XBP1 UPR activ,TIM10 inh,tim23-1 inh,CHOP UPR activ,tim10-1 inh,Mdm2 MdmX PPI,NALP3 yeast inh,GRIN3A LBD mod
CN(C(=O)CSc1nc2ccc(Cl)cc2[nH]1)C1CCS(=O)(=O)C1 (stereo unspecified),1,-2,1,9,1.1,0,-20,-17,-1
CCCNC(=O)CCn1nc(-c2ccccc2)c2ccccc2c1=O,-6,1,1,10,-0.8,9,20,4,0
CC1CCCC(NC(=O)CCCn2c(=S)[nH]c3ccccc3c2=O)C1C (stereo unspecified),0,3,-26,-3,3.2,29,11,14,0
CC1(c2ccccc2)NC(=O)N(CCOc2ccccc2)C1=O (stereo unspecified),1,-2,10,13,-0.2,19,21,10,-1
CSc1ccccc1C(=O)NC1CCSc2ccccc21 (stereo unspecified),-1,1,12,13,0.6,9,8,-6,0
CC(=O)c1c(C(C)=O)c(C)n(C2CCCCC2)c1C,1,-1,3,8,-2.1,11,14,10,-2
COc1cc(NC(=O)COC(=O)/C=C/c2ccc(OC)c(OC)c2)cc(OC)c1,-2,-2,22,9,-1.9,6,-11,15,-5
COc1ccc2sc(N(CCCN(C)C)C(=O)c3nc4ccccc4s3)nc2c1,-4,-1,9,16,3.4,5,3,14,-1
Cc1ccc(S(=O)(=O)c2nc(-c3ccc(F)cc3)oc2N2CCOCC2)cc1,-3,-1,18,20,0.4,17,-4,-2,0
O=c1cccccc1NN=C1CCCCC1,4,1,8,-4,6.0,1,-9,6,-1
O=C(NC1CCCCC1)c1nc2c(nnn2Cc2ccccc2Cl)c(=O)[nH]1,-4,1,2,-1,0.3,22,-5,-14,-2
Cc1cccn2cc(CCNS(=O)(=O)c3ccc4c(c3)OCCO4)nc12,-1,-1,5,1,0.4,-4,-36,19,-1
Cc1ccc(C(CC(=O)c2ccc(Cl)cc2)C(=O)O)cc1 (stereo unspecified),-1,-2,1,5,-2.0,8,24,12,1
O=C(CNC(=O)C1CCCCC1)NC1CCCCC1,-3,-3,2,12,4.7,8,-11,3,0
Cc1ccc(C2=CSC3=NS(=O)(=O)CCN23)cc1C,-4,1,6,4,0.4,17,21,-4,1
C=CCNC(=S)Nc1cccc(NC(=S)NCC=C)c1,-1,-1,-3,4,-2.6,8,13,0,0
COCCNC(=O)c1c(NC(=O)c2nc(SC)ncc2Cl)sc2c1CCCC2,10,0,-2,-2,4.6,6,37,1,0
CCC1(C)COC(C)(CC(=O)NNC(=O)Nc2ccccc2)OC1 (stereo unspecified),0,1,0,2,0.8,4,8,-6,1
C/C(=N\N)c1c(-c2ccccc2)c2cc(C)ccc2[nH]c1=O,-1,0,11,23,0.4,9,11,-2,0
CC(=O)Nc1ccc(/C=N/N2CCCCC2)cc1,-3,-3,2,13,4.0,16,2,19,-1
C=CCSc1nnc(NC(=O)c2ccc(Cl)nc2)s1,3,2,13,-1,1.0,8,10,-21,-3
Cc1ccc(C(=O)NC2CCCCCCC2)c(Cl)c1,-2,-9,-29,25,-4.1,-21,-99,46,-4
O=C(N/N=C/c1ccco1)c1cc(-c2ccc3ccccc3c2)n[nH]1,0,-4,26,37,0.4,-41,9,23,-9
CCOC(=O)C1CCCN(c2nnnn2-c2ccccc2)C1 (stereo unspecified),1,0,10,15,2.9,9,-15,3,0
COc1ccc(N(C(=O)c2snc(C(N)=O)c2N)C(C(=O)NCc2ccc(F)cc2)c2ccc(C)o2)c(OC)c1 (stereo unspecified),-1,-2,21,-6,4.9,7,17,11,2
COc1cccc(-c2csc3ncnc(Sc4nnnn4C)c23)c1,-1,-3,4,36,-1.9,13,98*,7,1
COc1ccc(C(CC(=O)O)NC(=O)Cc2ccccc2)cc1OC (stereo unspecified),-1,-3,4,5,0.9,-1,12,-2,-3
O=C(Nc1cccn2ncnc12)C(F)(F)F,-1,-4,-14,13,-1.5,16,10,16,1
CSc1nc2ccc(NS(=O)(=O)c3c(Cl)cccc3Cl)cc2s1,1,-1,35,52*,1.0,43*,-5,24,3
COc1ccc(C(=O)NNC(=O)CN2CCC(n3nnc4cc(C)ccc43)CC2)cc1,0,0,-1,-7,-0.9,13,14,14,-8
CCCCCCCC1CC(CSc2ncn[nH]2)OC1=O (stereo unspecified),4,-2,5,10,0.7,39,2,4,1
O=C(NCC1CCCO1)c1ccc2c(=O)n(Cc3ccc(Cl)cc3)c(=S)[nH]c2c1 (stereo unspecified),-2,0,-12,-16,1.6,15,56*,-20,22*
COC(=O)c1cc2ccsc2n1CC(=O)NCC1CCCO1 (stereo unspecified),1,0,1,8,0.2,-13,6,9,-1
CCc1cc2c(NC(Cc3ccccc3)C(=O)O)ncnc2s1 (stereo unspecified),-4,-6,-2,3,-1.1,-16,26,7,2
CCN(C[C@H]1N[C@@](C)(C(=O)OC)[C@H]2C(=O)N(C)C(=O)[C@@H]12)C(=O)c1ccccc1,-4,0,-4,-9,0.0,-13,10,15,-1
CCCN1Cc2cccc(C(=O)NC3CCCC3)c2C1=O,-2,0,18,16,-1.7,18,-17,9,1
O=S(=O)(c1ccc(C2CCCCC2)cc1)N1CCOCC1,-1,-3,10,33,-2.5,21,13,14,-1
COc1cccc(C2CC(c3ccccc3Cl)n3nc(N)nc3N2)c1 (stereo unspecified),-3,1,-8,11,-1.4,7,-6,13,-1
CC(=O)N/N=C(\C)CCc1ccccc1,-1,-3,13,5,-1.7,-10,9,-13,2
Cc1cccc(C)c1N1C(=O)CCC(C)(C)C1=O,-5,-4,5,11,1.3,5,-25,29,3
COc1ccc2oc(=O)c(-c3nc4ccccc4o3)cc2c1,-5,3,34,25,3.7,39,-54,37,-1
Cc1nc2sc3c(c2c(=O)o1)CCC3,-2,-4,-24,8,-1.8,-6,-4,3,-2
CCC1CCCCN1CCCNC(=O)c1ccc(CS(=O)(=O)c2ccccc2OC)o1 (stereo unspecified),-2,-1,-2,-12,1.8,-1,16,14,-1
CCC(c1c(C)[nH]oc1=O)c1c(C)[nH]oc1=O,-2,-2,1,14,-4.4,4,-18,23,1
Cc1cc(Br)ccc1NCc1ccccn1,-4,3,18,12,3.3,16,17,-3,1
COc1ccc(OC)c(S(=O)(=O)NCc2nc3nc(C)cc(C)n3n2)c1,-3,1,-5,8,2.0,12,25,-8,-1
Cc1cc(C(=O)COC(=O)C2=NNC(=O)CC2)c(C)n1-c1cccc(C(F)(F)F)c1,-3,-2,27,24,-0.1,12,-15,13,-14
COC(=O)Cn1cccc1C(=O)c1ccccc1,-3,-3,4,7,1.2,16,15,-2,4
C/C(=N\Nc1ccc2nncn2n1)c1ccco1,1,-2,10,10,1.2,10,31,13,-2
Nc1nc(SCC(=O)NC2CCCc3ccccc32)n[nH]1 (stereo unspecified),-3,-2,-10,0,-1.6,11,3,-10,1

Whole records from above.
Results for COc1cccc(-c2csc3ncnc(Sc4nnnn4C)c23)c1 = APJ agonist = -1; XBP1 UPR activ = -3; TIM10 inh = 4; tim23-1 inh = 36; CHOP UPR activ = -1.9; tim10-1 inh = 13; Mdm2 MdmX PPI = 98*; NALP3 yeast inh = 7; GRIN3A LBD mod = 1
Results for CCc1cc2c(NC(Cc3ccccc3)C(=O)O)ncnc2s1 (stereo unspecified) = APJ agonist = -4; XBP1 UPR activ = -6; TIM10 inh = -2; tim23-1 inh = 3; CHOP UPR activ = -1.1; tim10-1 inh = -16; Mdm2 MdmX PPI = 26; NALP3 yeast inh = 7; GRIN3A LBD mod = 2

Carrying on:
compound,APJ agonist,XBP1 UPR activ,TIM10 inh,tim23-1 inh,CHOP UPR activ,tim10-1 inh,Mdm2 MdmX PPI,NALP3 yeast inh,GRIN3A LBD mod
CCCCS(=O)(=O)N1CCC(C(=O)Oc2ccc(Cl)cc2)CC1,-1,-2,-3,17,-0.3,12,9,29,-2
COc1cc(Cl)cc2c1Sc1ccccc1/C2=C/CCN(C)C,-1,3,35,-68,1.8,42*,69*,9,0
CN1CCN(c2nc3c(c(=O)[nH]c(=O)n3C)n2CCCSc2nnnn2-c2ccccc2)CC1,-1,0,-2,1,-0.1,12,-19,-2,1
O=C(Nc1ccccc1Cl)C(Cl)C(=O)c1ccccc1 (stereo unspecified),2,5,25,39,5.3,42*,0,11,-1

Part of the list above in order of SMILES length, high to low.
compound,APJ agonist,XBP1 UPR activ,TIM10 inh,tim23-1 inh,CHOP UPR activ,tim10-1 inh,Mdm2 MdmX PPI,NALP3 yeast inh,GRIN3A LBD mod
COc1ccc(N(C(=O)c2snc(C(N)=O)c2N)C(C(=O)NCc2ccc(F)cc2)c2ccc(C)o2)c(OC)c1 (stereo unspecified),-1,-2,21,-6,4.9,7,17,11,2
COc1ccc(C(=O)NNC(=O)CN2CCC(n3nnc4cc(C)ccc43)CC2)cc1,0,0,-1,-7,-0.9,13,14,14,-8
CCC1CCCCN1CCCNC(=O)c1ccc(CS(=O)(=O)c2ccccc2OC)o1 (stereo unspecified),-2,-1,-2,-12,1.8,-1,16,14,-1
CN(C(=O)CSc1nc2ccc(Cl)cc2[nH]1)C1CCS(=O)(=O)C1 (stereo unspecified),1,-2,1,9,1.1,0,-20,-17,-1
Cc1cccn2cc(CCNS(=O)(=O)c3ccc4c(c3)OCCO4)nc12,-1,-1,5,1,0.4,-4,-36,19,-1
COc1cccc(C2CC(c3ccccc3Cl)n3nc(N)nc3N2)c1 (stereo unspecified),-3,1,-8,11,-1.4,7,-6,13,-1
CCCNC(=O)CCn1nc(-c2ccccc2)c2ccccc2c1=O,-6,1,1,10,-0.8,9,20,4,0
CC1(c2ccccc2)NC(=O)N(CCOc2ccccc2)C1=O (stereo unspecified),1,-2,10,13,-0.2,19,21,10,-1
O=S(=O)(c1ccc(C2CCCCC2)cc1)N1CCOCC1,-1,-3,10,33,-2.5,21,13,14,-1
CCOC(=O)C1CCCN(c2nnnn2-c2ccccc2)C1 (stereo unspecified),1,0,10,15,2.9,9,-15,3,0
C=CCNC(=S)Nc1cccc(NC(=S)NCC=C)c1,-1,-1,-3,4,-2.6,8,13,0,0
CCCCCCCC1CC(CSc2ncn[nH]2)OC1=O (stereo unspecified),4,-2,5,10,0.7,39,2,4,1
C/C(=N\Nc1ccc2nncn2n1)c1ccco1,1,-2,10,10,1.2,10,31,13,-2
COC(=O)Cn1cccc1C(=O)c1ccccc1,-3,-3,4,7,1.2,16,15,-2,4
Cc1nc2sc3c(c2c(=O)o1)CCC3,-2,-4,-24,8,-1.8,-6,-4,3,-2
Cc1cc(Br)ccc1NCc1ccccn1,-4,3,18,12,3.3,16,17,-3,1
